High-throughput results (PubChem)
Abeta yeast res: restores growth of yeast expressing A-beta42 peptide. yeast expressing A-beta42, growth rescue, OD600, 48 h; response scale: 0% DMSO, 100% iron-clioquinol control. Potency, µM (top dose mostly 46.1 µM), for inactives: top-dose growth rescue, hits mostly activators. actives 0.063% (n = 410,000); further: potency means the concentration at half of the fitted maximal effect; nearly all actives have a fitted effect of over 55% in size
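Yeast growth medium received pinned compounds, then yeast cells expressing toxic A-beta were added; plates incubated at 30 C for 48 hr. Growth read as absorbance at 600 nm, normalized to DMSO and equimolar FeCl3 plus clioquinol controls.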
EPAC1 agonist: activates human EPAC1 exchange factor. Potency, µM (series often up to 154 µM), inactives show top-dose activation, usual class: activators. actives 0.073% (n = 360,000). AID 720707. EPAC1 agonist qHTS, biochemical assay; response scale: 100% = response to 6.5 mM cAMP; further: potency means the concentration at half of the fitted maximal effect; nearly all actives have a fitted effect of over 60% in size
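Read-out is the fluorescence drop as BODIPY-GDP leaves Rap1B (480 nm excitation, 540 nm emission), recorded every 5 minutes over 30 minutes. Reactions held 100 nM EPAC1, 250 nM Rap1B–BODIPY-GDP and 50 uM GDP, with 6.5 mM cAMP setting full activation.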
WRN helicase inh: inhibitors of human WRN helicase | Q14191 | Potency, µM (top dose mostly 114 µM), for inactives: at the highest dose activity change, negative = inhibition, most hits filed as inhibitors | WRN helicase unwinding, fluorescent forked duplex, kinetic | actives 0.46% (n = 360,000); further: potency means the concentration at half of the fitted maximal effect; on the % scale 0 is the no-effect control and ±100 the full control effect; nearly all actives have a fitted effect of over 55% in size
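WRN at 20 nM final preincubated with compound 15 min at room temperature; reaction started with 100 nM fluorophore/quencher forked duplex oligonucleotide and 2 mM ATP final. Unwinding followed kinetically by red fluorescence (ex 525, em 598 nm).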
PI5P4Ka inh: PI5P4K alpha (human) kinase inhibition; P48426; PI5P4Kalpha enzyme, ADP-Glo luminescence, 60 min; hits give low values; max response, %; actives 1.2% (n = 330,000); AID 652105; active means max response of -50% or lower; inconclusive means between -30% and -50%; inactive means -30% or higher; further: value at the top dose of about 77 µM; on the % scale 0 is the no-effect control and ±100 the full control effect
Target sequence (P48426 whole entry, looked up): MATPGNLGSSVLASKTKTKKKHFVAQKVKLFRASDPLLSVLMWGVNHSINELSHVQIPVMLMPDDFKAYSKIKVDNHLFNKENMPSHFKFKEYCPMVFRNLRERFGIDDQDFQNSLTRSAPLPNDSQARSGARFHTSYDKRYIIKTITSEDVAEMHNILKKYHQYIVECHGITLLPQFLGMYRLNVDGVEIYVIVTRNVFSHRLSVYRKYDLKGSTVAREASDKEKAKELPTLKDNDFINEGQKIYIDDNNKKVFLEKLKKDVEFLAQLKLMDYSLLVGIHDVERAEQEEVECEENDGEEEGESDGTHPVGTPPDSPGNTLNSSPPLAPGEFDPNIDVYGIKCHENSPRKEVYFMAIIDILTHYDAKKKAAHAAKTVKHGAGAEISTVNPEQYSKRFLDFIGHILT
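ADP-Glo luminescence end-point read after a 60 min room-temperature kinase reaction of PI5P4Kalpha plus substrate, initiated with ATP at 5 microM final. Buffer: 0.038 M HEPES pH 7.4, EGTA, 0.1% CHAPS, 5% DMSO.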
IL2 activator: activators of IL-2; IL-2 activation reporter assay, cell-based qHTS; stimulated with anti-CD3/CD4/CD28 beads; in transgenic mouse T cells; activation, % (series mostly up to about 46 µM); actives 0.065% (n = 360,000); in the data active means activation above about 50%; inconclusive means mostly about 30% to 49%; further: 0% is about no effect
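Screening format: compound pinned onto unstimulated transgenic mouse T cells, 60 min incubation, then anti-CD3/anti-CD4/anti-CD28 bead stimulation for 18 hours at 37 degrees C, followed by EGFP and DsRed detection.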
EPAC1 antag: antagonists of human EPAC1; EPAC1 GEF assay, Rap1b-BODIPY-GDP exchange fluorescence; AID 720709; actives 0.14% (n = 360,000); Potency, µM (highest dose often 115 µM), inactives show top-dose activity change, negative = inhibition, hits mostly inhibitors;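 further: potency means the concentration at half of the fitted maximal effect; plate controls were vehicle for no effect and positive control for full effect; nearly all actives have a fitted effect of over 50% in size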
FUS suppressor: rescues growth of FUS-expressing yeast; S. cerevisiae FUS-expressing, growth rescue, OD600, 24 h; Potency, µM (highest dose often 76.6 µM), without a hit: at the highest dose growth rescue (activation), actives largely listed as activators; actives 0.24% (n = 390,000); AID 1347120;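 further: potency means the concentration at half of the fitted maximal effect; plate controls were DMSO vehicle for no effect and reference control for full effect; nearly all actives have a fitted effect of over 55% in size; some results filed as inactive show a strong effect at the top dose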
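Read-out: OD at 600 nm after 24hr at 30C, reporting rescue of FUS-induced yeast toxicity. Cells at OD 0.005 in galactose (2%) minimal medium; compounds tested in a dilution series; CP55940 titration from 92uM final as control.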
PLK1 PBD block: inhibitors of human PLK1 polo-box domain binding; P53350; Plk1 PBD binding of FITC phosphopeptide, fluorescence polarization; Potency, µM, inactives show max response, negative = inhibition, most hits filed as inhibitors; actives 2.8% (n = 360,000); further: potency means the concentration at half of the fitted maximal effect; series mostly up to about 57 µM; on the % scale 0 is the no-effect control and ±100 the full control effect; nearly all actives have a fitted effect of over 65% in size
Target sequence (P53350 whole entry, looked up, the tested form may be a part): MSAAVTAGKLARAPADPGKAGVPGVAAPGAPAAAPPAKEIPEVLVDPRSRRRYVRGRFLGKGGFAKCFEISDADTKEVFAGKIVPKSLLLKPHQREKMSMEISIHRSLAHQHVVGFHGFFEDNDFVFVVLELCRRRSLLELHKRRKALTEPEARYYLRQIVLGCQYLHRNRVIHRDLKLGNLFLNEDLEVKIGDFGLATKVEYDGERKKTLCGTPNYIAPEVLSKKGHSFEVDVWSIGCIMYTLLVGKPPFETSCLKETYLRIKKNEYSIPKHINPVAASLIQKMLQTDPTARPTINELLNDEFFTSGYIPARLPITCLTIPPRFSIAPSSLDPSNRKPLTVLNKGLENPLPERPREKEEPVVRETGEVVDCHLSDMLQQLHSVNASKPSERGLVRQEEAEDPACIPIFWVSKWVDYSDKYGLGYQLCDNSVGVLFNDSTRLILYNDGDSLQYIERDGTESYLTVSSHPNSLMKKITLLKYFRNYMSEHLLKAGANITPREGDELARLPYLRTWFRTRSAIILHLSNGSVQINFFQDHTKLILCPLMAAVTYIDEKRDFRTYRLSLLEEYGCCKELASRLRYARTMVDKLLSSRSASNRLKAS
Starred values were filed as active, the others as inactive; ? = inconclusive; . = no result given; & = joins results of further samples; [ ] = another dose, or the depositor's remark. Unless noted, the call rests on the fitted dose curve; in most records, active means well fitted curve in the direction sought with a large enough effect; inconclusive means small, poorly fitted or top-dose-only effect, or another doubt; inactive means no such curve, though single readings can be large; an effect the other way counts as inactive or inconclusive.

Structure | EPAC1 agonist | PLK1 PBD block | WRN helicase inh | IL2 activator | FUS suppressor | EPAC1 antag | Abeta yeast res | PI5P4Ka inh
CCOc1ccc(Cl)cc1/C=N/NC(=O)CNC(=O)c1ccccc1 | 13% | -6% | 1% | 0.4 | . | -11% | -1% | 3
CNC(=O)c1ccsc1NC(=O)CCS(=O)(=O)c1ccccc1 | 14% | -6% | -2% | 0.0 | 2% | 2% | 5% | 2
CC1CCCCN1S(=O)(=O)c1ccc(NC(=O)c2ccco2)cc1 (stereo unspecified) | 2% | -2% | -6% | 0.8 | 24% | 0% | 11% | 3
Nc1ccc2cc3ccccc3cc2c1 | -20% | ? | 0% | -0.5 | -18% | 2% | -43%[inhibitor] | 9
CN1CCN(C(=O)c2cc(=O)c3cc(Cl)ccc3o2)CC1 | 4% | -11% | 5% | 0.9 | 1% | 3% | -1% | 0
O=c1c2ccccc2nc(/C=C/c2ccc(O)cc2)n1CCc1ccccc1 | 21% | 6% | -13% | -4.9 | 22% | -5% | -2% | 4
CCOC(=O)C(C)(C)N(Cc1cccc(C)c1)S(=O)(=O)c1ccc(Cl)c([N+](=O)[O-])c1 | -3% | -12% | -15% | -0.5 | . | 0% | 36% | 10
CNC(=O)CSc1nnc(C(C)C)n1C | 7% | -7% | 2% | -1.9 | -8% | -26% | -23% | 4
Cc1ccc2nc(SCC(=O)NCc3ccco3)c(C)cc2c1 | 5% | -15% | -14% | -4.0 | 1% | -5% | -5% | -14
c1ccc(-c2nc3nc4ccccc4nc3n2Cc2ccco2)cc1 | 1% | -14% | -11% | -3.6 | 64% | 12% | -34% | 0
O=C(Cc1ccccc1)N1CCN(C(=O)c2cccs2)CC1 | 0% | 1% | 3% | 0.3 | 5% | -1% | 18% | -2
CCCc1nc2cc(CC(=O)OC)ccc2o1 | 1% | 4% | 6% | -0.8 | -4% | 4% | 17% | .
O=C(COC(=O)c1nc(Cl)ccc1Cl)NCc1ccc(Cl)cc1 | -13% | -2% | 2% | -0.2 | 9% | -3% | -1% | -4
O=C(COC(=O)/C=C/c1cccc(C(F)(F)F)c1)NC(=O)NCc1ccccc1 | -4% | -14% | 17% | -3.8 | -3% | 1% | -8% | -1
O=C(Cn1ccc2ccccc2c1=O)NCCC(=O)N1CCN(c2cccc(Cl)c2)CC1 | 8% | -10% | 5% | -1.1 | 44% | -10% | 6% | .
Cc1cc(C)n2nc(C(=O)NCc3ccco3)cc2n1 | -2% | -3% | -1% | 1.3 | 14% | 4% | 0% | -4
Cc1ccc(C)c(S(=O)(=O)N2CCN(C(=O)CSC(=S)N3CCCC3)CC2)c1 | 7% | 4% | 5% | 1.4 | 28% | -20% | 15% | 3
Cc1nnc(NN2CCOCC2)[nH]c1=O | 6% | -12% | -4% | -0.5 | -11% | 6% | 13% | 1
Cc1ccc(CNC(=O)C2CCN(C(=O)Nc3ccc(C)cc3)CC2)cc1 | 8% | -4% | -11% | -1.3 | 4% | -17% | 5% | 3
CCOC(=O)c1cccc(NC(=O)C2CCCN(c3nnc(N4CCCC4=O)s3)C2)c1 (stereo unspecified) | -2% | -6% | -3% | -1.1 | 5% | -13% | -9% | -3
O=C(Oc1c(Cl)cc(Cl)c2ccccc12)N1CCCC1 | 6% | -7% | 2% | -2.4 | 23% | -18% | -11% | 0
Cc1c(-c2ccccc2)nc2ccccc2c1C(=O)OCC(=O)Nc1ncc(C(F)(F)F)cc1Cl | -12% | -10% | -31% | -0.1 | . | ? | 19% | 19
COC(=O)c1c(N2C(=O)CC(Sc3ccccc3C(=O)O)C2=O)sc2c1CCCC2 (stereo unspecified) | 1% | 24µM* | -11% | -2.3 | 40% | 10% | ? | -22
CCOC(=O)N1CCN(C(=O)c2ccc3oc(CCc4ccccc4)nc3c2)CC1 | 13% | -11% | 2% | -2.2 | -1% | -1% | 6% | -7
COc1cccc(CC(=O)OCC(=O)N(C)CC(=O)Nc2ccc(Cl)c(C(F)(F)F)c2)c1 | 5% | -14% | -1% | 1.3 | ? | -17% | 2% | 21
CCOC(=O)c1cc2c(=O)n3ccccc3nc2n(C(C)C)c1=NC(=O)c1c(-c2c(F)cccc2Cl)noc1C | 0% | 0% | -1% | -3.5 | 25% | 3% | -8%&1% | -2
COc1ccc(/C=C2\SC(=S)N(CCC(=O)NCCCN3CCOCC3)C2=O)cc1 | -3% | ? | 4% | -4.1 | 14% | 3% | -11% | -9
O=C(NCCNc1ccc([N+](=O)[O-])cc1C(F)(F)F)c1ccccc1 | 0% | -3% | 0% | -0.6 | . | -12% | 0% | 9
COc1ccc(C)cc1NC(=O)NC1CCN(Cc2ccccc2)CC1 | -13% | -3% | -4% | -0.2 | -10% | -18% | 4% | .
CC(NC(=O)CCc1nnc(C2(c3ccc(Cl)cc3)CCC2)o1)C1CC1 (stereo unspecified) | -8% | -7% | -5% | -2.5 | 16% | -19% | 8% | -9
CCOC(=O)C1=C2NC(=O)c3ccccc3N2C(=O)C1 | -2% | ? | -18% | -2.5 | 24% | 6% | -17% | -9
Nc1ncnc2c1ncn2[C@@H]1O[C@H](CO)[C@@H](O)[C@H]1O | -31%[inhibitor] | 3% | 3% | -0.2 | -17% | -1% | -8% | -2
Cc1ncc([N+](=O)[O-])n1CC(=O)Nc1cccc(C(F)(F)F)c1 | -4% | -1% | 7% | 0.3 | -24% | -22% | -6% | 0
CC1CCCCC1NC(=O)CCCn1c(=S)[nH]c2ccccc2c1=O (stereo unspecified) | 4% | -16% | -11% | -0.2 | 5% | ? | -21% | 0
O=C(NCC1c2ccccc2CCN1C(=O)CN1C(=O)c2ccccc2C1=O)C1CCCCC1 (stereo unspecified) | -12% | 1%&0% | 2% | 0.4 | 15% | 10% | 24% | -1
COc1cc(NC(=O)c2[nH]cnc2C(N)=O)cc(C(=O)Nc2cccc(C(F)(F)F)c2)c1 | -36%[inhibitor] | -7% | -11% | -0.8 | 30% | -19% | -1% | -29
Cc1cc2c(=O)n(NC(N)=O)c(C)nc2s1 | 0% | -2% | -17%[57.1 µM] | -0.9 | -16% | 1% | 16% | 3
O=C(Nc1cccc(C(=O)N2CCN(c3ccccc3)CC2)c1)c1ccco1 | -22% | -13% | -22% | -0.4 | 14% | 5% | 3% | -5
O=S(=O)(c1ccc(Cl)cc1)N1CCCc2ccccc21 | 30% | -5% | -3% | -0.6 | -5% | 5% | 13% | 13
O=C(Cc1ccc(-n2c(=O)c3sccc3n(Cc3ccc(F)cc3)c2=O)cc1)NCc1ccco1 | -1% | -1% | -2% | -2.7 | 21% | -2% | 1% | -7

8 of the compounds above, with values under each structure.
The line under a structure holds: EPAC1 agonist | PLK1 PBD block | WRN helicase inh | IL2 activator | FUS suppressor | EPAC1 antag | Abeta yeast res | PI5P4Ka inh
- CCOc1ccc(Cl)cc1/C=N/NC(=O)CNC(=O)c1ccccc1
→ 13% | -6% | 1% | 0.4 | . | -11% | -1% | 3
- CNC(=O)c1ccsc1NC(=O)CCS(=O)(=O)c1ccccc1
→ 14% | -6% | -2% | 0.0 | 2% | 2% | 5% | 2
- CC1CCCCN1S(=O)(=O)c1ccc(NC(=O)c2ccco2)cc1 (stereo unspecified)
→ 2% | -2% | -6% | 0.8 | 24% | 0% | 11% | 3
- Nc1ccc2cc3ccccc3cc2c1
→ -20% | ? | 0% | -0.5 | -18% | 2% | -43%[inhibitor] | 9
- CN1CCN(C(=O)c2cc(=O)c3cc(Cl)ccc3o2)CC1
→ 4% | -11% | 5% | 0.9 | 1% | 3% | -1% | 0
- O=c1c2ccccc2nc(/C=C/c2ccc(O)cc2)n1CCc1ccccc1
→ 21% | 6% | -13% | -4.9 | 22% | -5% | -2% | 4
- CCOC(=O)C(C)(C)N(Cc1cccc(C)c1)S(=O)(=O)c1ccc(Cl)c([N+](=O)[O-])c1
→ -3% | -12% | -15% | -0.5 | . | 0% | 36% | 10
- CNC(=O)CSc1nnc(C(C)C)n1C
→ 7% | -7% | 2% | -1.9 | -8% | -26% | -23% | 4

The list goes on:
Structure | EPAC1 agonist | PLK1 PBD block | WRN helicase inh | IL2 activator | FUS suppressor | EPAC1 antag | Abeta yeast res | PI5P4Ka inh
Cc1oc(C(=O)O)cc1CSCc1ccoc1C(=O)O | -1% | -28% | -25%[57.1 µM] | -0.2 | 11% | 10% | -4% | -16
CC(=O)Oc1ccc2cc(-c3cccnc3)c(=O)oc2c1 | -7% | -6% | -16% | -0.7 | -3% | -2% | -6% | 0
O=C(COC(=O)c1cc(S(=O)(=O)N2CCOCC2)ccc1Cl)NCc1ccccc1 | 3% | -1% | -25% | -4.8 | . | 6% | -11% | -1
Cc1nnsc1C(=O)NC1CCCc2c1cnn2-c1cc(F)cc(F)c1 (stereo unspecified) | 2% | -4% | -17% | 0.8 | . | -14% | -8% | -6
COc1cc2c(cc1NC(=O)Nc1ccc(C)cc1)oc1ccccc12 | -5% | -12% | 2% | -2.9 | 7% | 2% | -6% | 1
O=C(O)c1[nH]c2ccc(Cl)cc2c1CC(=O)N1CCN(C(=O)c2ccco2)CC1 | 6% | ? | ? | 1.1 | -12% | -1% | 11% | ?
C=CCOc1ccc2nc(NC(=O)OC)[nH]c2c1 | 0% | -1% | 1% | -1.7 | 19% | -2% | 2% | -2
Cc1noc(C)c1S(=O)(=O)Nc1ccc2c(c1)C(=O)N([C@@H](C)CO)C[C@H](C)[C@@H](CN(C)Cc1ccc(C(F)(F)F)cc1)OCCCC[C@H](C)O2 | -19% | -12% | -4% | -3.8 | 24% | 10% | -3% | -5
CC(C)NC(=O)c1cccc(Cn2cc(Cl)cn2)c1 | -6% | -1% | 20% | -1.7 | 15% | 12% | -3% | -7
CC12CCC(=O)C=C1CCC1C2CCC2(C)C(c3csc(N)n3)CCC12 (stereo unspecified) | -8% | 2% | -9% | -1.0 | ? | -14% | 18% | -8
